Screening results as filed in PubChem BioAssay.
zfTRPN1 agonist: zebrafish TRPN1 channel agonists, primary screen, cell-based, HEK293, calcium fluorescence; transient receptor potential cation channel N1 (TRPN1/NompC), Danio rerio; HEK293 zebrafish TRPN1-YFP, Fluo-8 calcium fluorescence; 100% = response to 87 µM carbachol; activation, % at 3 µM; hit rate 0.18% among 220,000;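 active = activation above its plate's cutoff, the mean activation of test wells on that plate plus 3 SD, cut at about 19% in these data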;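 note: 0% = DMSO alone and 100% = 87 µM carbachol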
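Assay system: Zebrafish TRPN1-YFP in HEK293 cells | Incubation: Dye loading 1 h at 37 °C, then 30 min room temperature | Measured by: Kinetic Fluo-8 fluorescence, ex 470-495, em 515-575 nm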
TRPML3 agonist: human TRPML3 channel agonists, primary screen, cell-based, HEK293 TRPML3-YFP, Fluo-8 calcium fluorescence, 3 µM | Mucolipin-3 (Homo sapiens), Q8TDD5 | 100% = the carbachol control signal | activation, % at 3 µM | hit rate 0.29% among 220,000;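 active = activation above its plate's cutoff, the mean activation of the plate's test wells plus 3 SD, cut at about 12% in these data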;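 note: 0% = DMSO only wells and 100% = carbachol wells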
Target sequence (Q8TDD5 whole entry, looked up): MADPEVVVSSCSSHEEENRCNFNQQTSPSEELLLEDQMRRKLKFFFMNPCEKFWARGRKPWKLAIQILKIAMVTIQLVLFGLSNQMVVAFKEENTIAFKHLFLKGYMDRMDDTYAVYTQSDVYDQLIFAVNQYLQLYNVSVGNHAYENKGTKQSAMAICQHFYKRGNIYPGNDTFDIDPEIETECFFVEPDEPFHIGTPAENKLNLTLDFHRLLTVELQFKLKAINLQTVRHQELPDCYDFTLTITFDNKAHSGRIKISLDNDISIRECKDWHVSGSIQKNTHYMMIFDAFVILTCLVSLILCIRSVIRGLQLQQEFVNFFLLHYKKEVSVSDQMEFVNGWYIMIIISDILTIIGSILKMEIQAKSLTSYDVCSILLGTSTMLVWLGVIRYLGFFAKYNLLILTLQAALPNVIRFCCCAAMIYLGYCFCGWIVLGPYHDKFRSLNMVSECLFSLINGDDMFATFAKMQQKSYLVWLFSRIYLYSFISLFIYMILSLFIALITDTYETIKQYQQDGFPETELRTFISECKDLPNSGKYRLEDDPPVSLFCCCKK
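Material: TRPML3-YFP stable HEK293 cells | Dosing: One concentration, 3 µM nominal, 0.3% DMSO | Timing: 125 s total fluorescence read per well | Technique: Fluo-8 calcium dye fluorescence, ex 470-495, em 515-575 nm | Measure: Percent activation from peak-to-basal fluorescence ratio, scaled between DMSO and carbachol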
PPC-1+TRAIL kill: compounds killing PPC-1 cancer cells with TRAIL present, primary screen, TRAIL potentiator project, ATPLite luminescence, uHTS; PPC-1 cells + TRAIL, ATPLite viability luminescence; cell killing (% activity), % at 4 µM; hit rate 0.41% among 220,000;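 active = cell killing above 50% in the first pass at 4 µM, then a duplicate retest at 5 µM averaging 50% or more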;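 note: plate controls were cells with TRAIL plus DMSO for no effect and medium-only wells lacking cells for full effect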
CHOP inhibitor: inhibitors of CHOP promoter induction, primary screen, cell-based, unfolded protein response, luciferase reporter; CHO-K1 CHOP-promoter luciferase, tunicamycin-induced, 15-18 h; inhibition, % at 10 µM; hit rate 3.8% among 220,000; AID 2732, 2010;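 active = compounds that reduced the stress-induced luciferase reporter signal by more than about 70% of percent inhibition, limit read from the data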;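 note: 0% = tunicamycin plus vehicle and 100% = wells without tunicamycin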
p47phox inh: p47phox/p22phox peptide binding inhibitors, primary screen, biochemical, uHTS, NADPH oxidase regulatory subunit | fluorescence polarization, 2 h | inhibition, % at 24.7 µM | hit rate 0.53% among 220,000;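 active = inhibition above about 30%, limit read from the data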;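 note: 0% = p47phox with labelled peptide and 100% = labelled peptide alone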
EBV gp42 block: Epstein-Barr virus gp42 inhibitors, primary screen, biochemical, uHTS, fluorescence polarization; Fluorescence polarization binding assay, mP read-out; inhibition, % (tested at 21.74 µM); hit rate 0.42% among 220,000; in the data active = inhibition above about 50%
Target sequence (Q1HVG2 whole entry, looked up): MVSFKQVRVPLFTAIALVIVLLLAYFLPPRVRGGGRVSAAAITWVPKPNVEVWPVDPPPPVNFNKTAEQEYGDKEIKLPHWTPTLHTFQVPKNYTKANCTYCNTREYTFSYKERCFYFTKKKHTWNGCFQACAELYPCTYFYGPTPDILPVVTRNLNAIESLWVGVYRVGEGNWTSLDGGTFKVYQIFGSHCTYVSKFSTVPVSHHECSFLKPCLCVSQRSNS
Runt-SMMHC FRET: inhibitors of RUNX1 Runt–CBFb-SMMHC binding, primary screen, biochemical, FRET, Cerulean-Runt, Venus-CBFb-SMMHC, uHTS. inhibition, % at 20 µM. hit rate 0.74% among 220,000. Runt-related transcription factor 1 (Homo sapiens) + Core-binding factor subunit beta …. Cerulean-Runt/Venus-CBFb-SMMHC FRET ratio 530/480, 1 h;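 active = mean inhibition across duplicate retests at 20 µM reaching about 50%, limit read from the data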;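 note: 0% = DMSO wells and 100% = wells with excess untagged CBFb-SMMHC; inhibitors lower the FRET ratio by blocking Runt binding to CBFb-SMMHC; some results filed as inactive read as strong as hits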
TNF necrop inh: inhibitors of TNF-alpha triggered necroptosis, primary screen, cell-based, Jurkat FADD-/-, single concentration; hit rate 0.068% among 220,000; Jurkat FADD-/- TNF necroptosis rescue, ATP luminescence, 24 h; 0 = TNF only, 100 = no-TNF cells; activation (protection from cell death), % at 10 µM;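 active = activation, meaning protection from cell death, of at least 50% relative to plate controls; inactive = activation below 50%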;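 note: necroptosis triggered by 40 ng/mL TNF-alpha added together with compound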
MDM2 E3 inh: MDM2-luciferase reporter signal enhancers, primary screen, MDM2 E3 ligase inhibitor project, cell-based, luminescence, 1536-well | cell-based MDM2 ubiquitination luciferase reporter, 2 h; 0 = plate control, 100 = twice control, blank-subtracted | hit rate 0.11% among 210,000 | signal enhancement, % at 5 µM;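 active = signal enhancement of 30% or more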;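 note: luminescence tracks abundance of the self-degrading MDM2-luciferase fusion protein; higher signal means inhibition of MDM2 E3 ligase activity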
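Assay system: mammalian cells stably expressing self-ubiquitinating, self-degrading MDM2 E3–luciferase fusion. Quantity: 2000 cells in each well. Medium: DMEM culture medium. Compound dosing: single-point 5 µM. Timing: cell settling 4 h, compound treatment 2 h, both 37 °C. Technique: luciferase luminescence. Read-out basis: percent signal gain over controls, blank-subtracted. Benchmarks: plate controls and plate blanks.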
* marks the source's active call; other numbers are inactive results; / = not tested or not shown; & = joins results of further samples.

SMILES,Runt-SMMHC FRET,PPC-1+TRAIL kill,TNF necrop inh,CHOP inhibitor,TRPML3 agonist,p47phox inh,EBV gp42 block,zfTRPN1 agonist,MDM2 E3 inh
Cc1ccc(C)c(-n2cc(CN3CCCN(C=O)CC3)c(-c3ccccc3)n2)c1,0,17,1.0,18,-0.2,0,0,-0.6,-1
O=C(Nc1cnn(Cc2ccc(Cl)cc2)c1)C1CCCC1,-3,13,4.2,6,-0.7,-2,-15,-0.5,-4
Cc1nn(-c2ccc(Cl)cc2)c2sc(C(=O)c3c(N)n(C)c(=O)n(C)c3=O)cc12,-236,10,-3.9,0,0.7,-14,-29,1.8,-3
Cc1nc(N)nc(C)c1Cc1ccccc1,-2,19,-3.2,11,0.5,-11,-4,1.3,0
CCOc1ccc2c(c1)sc(N)[n+]2Cc1cc(C)cc2cccnc12,6,-5,-2.8,8,-0.2,7,-13,-0.5,-15
Cc1cc(=O)[nH]c2c1c(-c1ccccc1)nn2C,0,-3,4.2,20,0.8,8,-10,0.2,-11
COc1ccccc1OCCCOc1c(C)cc(C)cc1Br,-4,4,0.9,41,0.6,-20,12,-0.3,-8
O=C(COC(=O)c1ccc[nH]c1=O)NCCc1ccc(F)cc1,-4,24,1.4,-10,0.7,-11,-7,1.0,-5
C/C(=C/c1ccccc1)C(=O)N1CC(C)OC(C)C1 (centres undefined),0,6,-1.2,18,1.0,-6,-11,0.4,-19
O=C(COc1ccccc1[N+](=O)[O-])c1ccccc1,-5,25,1.0,-30,-1.4,7,-10,0.2,-12
Cc1ccc(S(=O)(=O)N2CCSC2c2ccco2)cc1 (centres undefined),0,16,-0.2,5,0.1,2,11,-1.0,-21
Cc1ccn2cc(-c3cccc(NS(C)(=O)=O)c3)nc2c1,-4,32,-1.9,0,0.1,0,-16,0.0,-3
Brc1ccc(N=C(c2ccccc2)c2ccncc2)cc1,3,-6,-1.7,-1,0.7,-18,-13,0.0,7
Oc1[nH]c2ccccc2c1OCc1ccncc1,12,34,-2.5,32,0.9,-12,-18,-0.1,4
O=S(=O)(NCc1ccccc1)NCc1ccccc1F,-3,7,1.6,61,-1.4,-4,-15,-0.5,15
Fc1ccc(C(CNC(=S)NC2CCCCC2)N2CCOCC2)cc1 (centres undefined),0,-2,0.4,2,0.2,-5,-8,-0.1,-4
O=C(O)c1ccc2ncsc2c1,0,11,1.6,3,0.9,-17,-9,1.4,-13
COc1ccc(C2/C(=C(\O)c3cccc(OC)c3)C(=O)C(=O)N2c2ccccn2)cc1 (centres undefined),-22,31,-4.8,14,-0.4,-11,-32,-0.7,-21
C=C1C(=O)[C@@]23[C@H](O)C[C@@H]4C(C)(C)CC[C@H](O)[C@]4(C)[C@@H]2C[C@H](O)[C@@H]1[C@H]3O,-12,-3,-23,-35,0.9,-6,-7,0.1,/
O=C(O)c1csc(-c2cccc(Cl)c2)n1,1,12,3.1,0,0.9,-5,-3,0.2,/
O=S(=O)(Cc1ccccc1Cl)NCCc1ccccc1,-3,15,3.1,17,0.1,-7,-10,-0.3,-6
COc1ccc(NC(=O)CSc2nnc(C3CC3)n2N)cc1,-7,8,0.8,-15,-0.1,-11,-8,-0.2,0
CN1CCC(OC(=O)Cc2ccc(Cl)cc2)CC1,2,6,1.7,-2,0.2,-5,-9,0.6,-30
Cc1csc(-c2cnn(-c3ccccc3)c2NC(=O)c2ccc(C(F)(F)F)cc2)n1,-1,3,0.9,12,-0.5,-23,-6,0.0,-12
CCC(CC)NC(=O)c1cc([N+](=O)[O-])ccc1N1CCOCC1,-1,10,1.1,3,0.5,-3,-6,-0.5,-13
O=C(O)c1cccc(N/N=C/C2=C(Cl)c3cc(Cl)ccc3SC2)c1,-28,0,0.1,33,0.1,1,10,-0.4,2
CCOc1ccc(C(=O)NC(=S)Nc2cccc(S(=O)(=O)NC3=NCCC3)c2)cc1,5,-13,-6.1,-42,0.1,-2,-15,-1.1,-11
COc1cc(C(=O)Nc2cccc(C(C)=O)c2)cc(OC)c1OC,-2,21,-1.1,38,0.6,4,-13,2.4,14
CCc1cc2cccc(C)c2nc1SCC(=O)Nc1nonc1C,-4,13,-0.5,53,-1.4,-2,-29,-1.1,11
CN(CC(=O)Nc1cccc(F)c1)CC(=O)Nc1cccc(S(N)(=O)=O)c1,1,12,6.7,-11,0.6,0,-10,3.2,/
CCCCC(=O)Nc1ccc(Br)cn1,0,-1,4.3,-6,0.7,-12,-17,-1.4,-1
CC(C)C(=O)Nc1ccc2oc(=O)ccc2c1,1,10,1.5,8,0.2,-8,-25,0.5,-16
O=c1c2ccccc2nc(COc2ccccc2)n1/N=C/c1ccc(O)c(O)c1,-4,16,-7.0,-8,0.5,-16,-3,0.8,-12
N#Cc1c(C(F)(F)F)cc(-c2ccco2)nc1SCc1ccccn1,-2,4,-2.8,42,2.6,-8,-1,2.1,-14
COc1cc(OC)cc(C(=O)N(CN2CCCC2=O)c2ccccc2OC)c1,1,9,1.5,14,0.7,-123,-2,0.6,-2
Cc1ccnc(SCC(=O)c2cccc([N+](=O)[O-])c2)n1,9,10,-0.7,10,0.3,-10,-5,0.5,-17
CN(CC(O)CN1CCOCC1)S(=O)(=O)O (centres undefined),-1&-1,-5&3,1.4&-0.1,12&34,1.1&0.9,-6&-3,-14&2,2.0&0.7,-9&18
CCN1C(=O)C(CC(=O)Nc2ccc(OC)cc2)N(CCc2ccccc2)C1=S (centres undefined),0,4,1.7,8,2.4,-14,-3,4.9,-9
Cc1ccc(O)c(NC(=O)c2cc(-c3ccc(F)cc3)on2)c1,-2,28,-12,-11,1.5,-24,-11,0.9,4
O=C(OCc1ccc(Cl)cc1Cl)c1cccnc1Cl,-4,4,-1.3,65,-0.8,-11,-16,-2.3,-4
O=C(C[n+]1ccccc1)Nc1c(Cl)cc(Cl)cc1Cl,-8,26,-0.4,-12,-0.7,-10,-31,0.5,-9
O=c1cc(CSc2ccccn2)nc(N2CCN(c3ccccc3)CC2)[nH]1,-2,25,0.2,26,1.1,-14,-7,-0.5,0
O=C(N/C(=C/c1ccc(Br)cc1)C(=O)N1CCCC1=O)c1ccco1,-13,36,0.3,-13,0.6,-5,2,1.6,-3
COC(=O)c1ccc(OCC2c3cc(OC)c(OC)cc3CCN2C(C)=O)cc1 (centres undefined),-2,0,-4.7,-5,0.7,-5,-9,-0.1,-14
O=C(N/C(=C\c1ccc([N+](=O)[O-])cc1)C(=O)N1CCCCC1)c1ccccc1,-3,-3,0.3,1,1.0,7,0,0.0,-19
CC(=O)Nc1cccc(N=NN2CCCCC2)c1,1,-2,-0.2,0,0.2,-4,-11,1.2,-8
O=C(N/N=C/c1ccc(OCC(=O)N2CCCCC2)cc1)c1ccccc1,-2,11,-2.4,-3,0.0,-1,-7,1.2,6
C=C(C)Cn1c(-c2ccncc2)n[nH]c1=S,-2,6,2.4,22,-0.2,-7,-9,-1.3,1
Cc1ccccc1NC(=S)NCc1ccc(Cl)cc1,0,7,-5.8,10,-0.3,-4,1,-1.3,-8
Cc1ccc(C(=O)/C=C/C(=O)O)cc1,25,1,-1.8,-9,0.8,-5,-4,0.7,-14
COc1ccc(CC(=O)N2CCCC(C)C2)cc1 (centres undefined),-6,4,1.5,-20,1.0,-1,-4,0.8,-13
CCOc1ccc(-c2c[n+](=O)c3c(n2[O-])CCCC3)c(OCC)c1,-2,3,-1.5,-7,-0.2,-1,1,-0.1,1
CCN1CCN(C(=O)c2oc(=O)c3ccccc3c2-c2ccc(C)cc2)CC1,2,9,-2.7,12,0.3,2,-5,-0.4,-12
COC(=O)c1ccc(CSc2ncnc3sc(C)c(C)c23)o1,3,-8,0.2,31,0.5,-15,-25,0.2,-14
O=C(NCc1ccccc1)C1CCN(S(=O)(=O)c2cccc3cccnc23)CC1,3,-5,0.6,13,-0.6,-9,1,0.1,-5
CCOC(=O)c1c(-c2ccc(OC)cc2)csc1/N=C/C1=C(O)CCCC1=O,-25,12,1.4,39,2.2,-14,-22,1.8,/
Cc1ccc(N2CC(C(=O)OCc3ccccc3F)CC2=O)cc1 (centres undefined),2,19,-0.6,-8,-1.0,-16,-18,-0.5,-11
CC(C)C12CN3CC(C(C)C)(CN(C1)C3c1ccccc1)C2O (centres undefined),1,3,-3.0,3,0.0,-3,0,0.5,-9
CCOC(=O)CC(NC(=O)c1cc2cc(Br)ccc2oc1=O)c1cccc([N+](=O)[O-])c1 (centres undefined),-3,16,2.7,13,0.5,-12,-5,2.2,/
CC1CCCCN1C(=O)c1ccc(S(=O)(=O)N2CCCCC2C)cc1 (centres undefined),1,8,3.0,-16,0.2,-10,-14,3.6,-4
Cc1ccc(/C=C/C(=O)Nc2nccs2)o1,0,1,16,-1,0.9,-4,6,1.5,-8
O=C1C(Cl)=C(Nc2ccccc2O)C(=O)N1CCc1ccccc1,17,-5,2.1,21,0.4,0,-20,-1.5,2
O=C(CCc1nnc(CCCCc2ccccc2)o1)N1CCCCC1CCO (centres undefined),-2,8,1.1,-1,0.5,-2,-5,1.6,-7

Whole records as entered above. Values in the order: Runt-SMMHC FRET | PPC-1+TRAIL kill | TNF necrop inh | CHOP inhibitor | TRPML3 agonist | p47phox inh | EBV gp42 block | zfTRPN1 agonist | MDM2 E3 inh
Record of O=C(Nc1cnn(Cc2ccc(Cl)cc2)c1)C1CCCC1 → -3 | 13 | 4.2 | 6 | -0.7 | -2 | -15 | -0.5 | -4
Record of CCC(CC)NC(=O)c1cc([N+](=O)[O-])ccc1N1CCOCC1 → -1 | 10 | 1.1 | 3 | 0.5 | -3 | -6 | -0.5 | -13
